Bioassay records (PubChem)
HTR5A ag: activates human HTR5A in OPRM1-OPRD1 agonist counter-screen | HTR5A agonist assay, luminescence, cell-based | activation, % at 9.3 µM | 340,000 tested, 0.61% active | AID 504692; in the data active = activation mostly above about 9.5%, no sharp cut-off; inactive = mostly below about 7.6%;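 note: 0% = cells with vehicle only and 100% = reference agonist; strong numbers were not always called active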
Target sequence (P47898 whole entry, looked up): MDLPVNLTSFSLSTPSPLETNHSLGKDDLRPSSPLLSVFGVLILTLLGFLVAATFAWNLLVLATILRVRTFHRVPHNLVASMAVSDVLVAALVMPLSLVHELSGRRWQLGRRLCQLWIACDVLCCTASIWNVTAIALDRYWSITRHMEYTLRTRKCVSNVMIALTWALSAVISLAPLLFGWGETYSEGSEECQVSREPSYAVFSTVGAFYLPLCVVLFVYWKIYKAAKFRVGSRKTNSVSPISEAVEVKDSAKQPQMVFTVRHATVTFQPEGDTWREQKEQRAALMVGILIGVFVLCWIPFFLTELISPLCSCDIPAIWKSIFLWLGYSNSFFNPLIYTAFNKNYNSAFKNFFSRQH
PKA-R1A act: activates the PKA-R1A holoenzyme complex. P00514+P68181. activation, % at 11.4 µM. 340,000 tested, 0.083% active. PKA-R1A dissociation, Cy5-IP20 fluorescence polarization; scaled: DMSO 0%, 113 µM cGMP 100%;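 active = percent activation above the mean of all tested compounds plus 3 SD, cut at about 19% in these data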;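 note: higher means more PKAc released from R1A so a rise in polarization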
E coli growth: counter-screen for AddAB inhibitors: E. coli growth inhibition; E. coli V3065 growth, OD600 absorbance, 18 h; inhibition, % at 11.9 µM; 330,000 tested, 0.27% active;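 active = inhibition above the campaign's mean inhibition across all tested compounds plus 3 SD, cut at about 9.9% in these data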;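 note: uninfected addAB+ strain grown without phage in ampicillin broth; 0% = DMSO wells and 100% = ciprofloxacin 0.95 µg/ml wells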
phage Ecoli inh: E. coli growth loss with phage present; inhibition, % at 11.9 µM; growth absorbance; AID 651602; 360,000 tested, 0.26% active; in the data active = inhibition above about 11%
DAGLB inh: blocks human DAGLB lipase activity | AID 504411 | HEK293T DAGLB membrane lysate, EnzChek fluorogenic substrate | inhibition, % at 5.17 µM | 340,000 tested, 0.059% active; in the data active = inhibition above about 34%;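 note: 0% = enzyme with vehicle and 100% = wells lacking enzyme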
Target sequence (Q8NCG7 whole entry, looked up): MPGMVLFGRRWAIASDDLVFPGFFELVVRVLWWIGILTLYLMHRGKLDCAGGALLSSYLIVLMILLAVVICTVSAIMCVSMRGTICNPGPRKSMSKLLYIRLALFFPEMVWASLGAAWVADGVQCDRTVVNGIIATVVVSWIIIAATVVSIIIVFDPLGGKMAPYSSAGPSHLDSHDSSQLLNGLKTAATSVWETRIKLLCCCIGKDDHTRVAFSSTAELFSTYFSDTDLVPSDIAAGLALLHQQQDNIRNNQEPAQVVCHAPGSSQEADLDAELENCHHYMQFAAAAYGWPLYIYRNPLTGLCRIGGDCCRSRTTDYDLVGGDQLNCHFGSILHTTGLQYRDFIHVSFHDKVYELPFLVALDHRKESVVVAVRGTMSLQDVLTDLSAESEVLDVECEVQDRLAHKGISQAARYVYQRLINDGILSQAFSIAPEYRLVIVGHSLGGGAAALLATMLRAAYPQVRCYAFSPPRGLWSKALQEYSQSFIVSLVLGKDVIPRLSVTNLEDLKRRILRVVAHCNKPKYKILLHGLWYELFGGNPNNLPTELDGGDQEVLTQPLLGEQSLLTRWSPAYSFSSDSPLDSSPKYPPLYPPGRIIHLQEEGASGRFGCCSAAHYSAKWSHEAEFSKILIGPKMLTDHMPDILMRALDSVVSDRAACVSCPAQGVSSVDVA
HTR5A inv ag: inverse agonist of human HTR5A in OPRM1-OPRD1 counter-screen. P47898. HTR5A cell line, luminescence, inverse agonism. inhibition, % at 9.3 µM. 340,000 tested, 0.083% active. AID 504634; in the data active = inhibition mostly above about 23%, no sharp cut-off; inactive = mostly below about 18%;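 note: 0% = cells with DMSO and 100% = no-cell wells with DMSO; some compounds called inactive have numbers as strong as hits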
CDK5 inh: CDK5/p35 (human) kinase inhibition; 330,000 tested, 0.01% active; Recombinant CDK5/p35, ADP-Glo luminescence, 60 min; Q00535+Q15078; inhibition, % at 10 µM;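 active = highest replicate inhibition of at least 50% and at least 75% of replicates reaching 50%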;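 note: plate controls were DMSO neutral control for no effect and GW8510 at 10 µM for full effect; many of its hits are not listed in these tables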
PKA-R2B activ: PKA-R2B complex activation | P22694+P31323 | PKA-R2B holoenzyme dissociation, Cy5-IP20 fluorescence polarization; R2B truncated from residue 108, S112A mutant; 0% DMSO only, 100% 113 µM cGMP | activation, % at 11.4 µM | 340,000 tested, 0.079% active;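 active = activation above a cutoff set at the mean over all compounds plus 3 SD, cut at about 18% in these data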;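 note: higher means more holoenzyme dissociation and a rise in polarization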
AddAB inh: less growth of phage-infected E. coli with AddAB; inhibition, % at 11.9 µM; AID 435030; 330,000 tested, 0.29% active; E. coli expressing H. pylori AddAB, absorbance growth; in the data active = inhibition above about 12%;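 note: 0% = vehicle wells of infected cells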
SUMO Mot1 rescue: blocks SUMOylation pathway, rescuing yeast Mot1-301 growth; growth rescue, % at 18.8 µM; S. cerevisiae Mot1-301 growth rescue, ATP luminescence, 38.5C; percent above DMSO median, 100 means doubled; 320,000 tested, 1% active;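 active = every valid replicate shows activation above 250% relative to neutral control wells; inactive = the rest, any valid replicate at or below 250%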;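 note: OY570 slx delta 5 strain wells were the positive control but not used for scaling; some compounds called inactive have numbers as strong as hits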
Tat transport: E. coli Tat transport inhibition; E. coli MC4100 TorA-mCherry Tat export, fluorescence; inhibition, % at 10 µM; 340,000 tested, 0.036% active; AID 488895;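 active = mean replicate inhibition at least 50% and at least half of replicates individually reaching 50%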;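 note: exported cargo escapes ClpAP degradation while cytoplasmic cargo is degraded and loses fluorescence; 0% = median of neutral control wells and 100% = median of NaSCN control wells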
* hit, by the source's call; . = not tested or not shown.

Molecule	HTR5A ag	PKA-R1A act	E coli growth	phage Ecoli inh	DAGLB inh	HTR5A inv ag	CDK5 inh	PKA-R2B activ	AddAB inh	SUMO Mot1 rescue	Tat transport
CC1CC(C)CN(CCCNC(=O)c2c(O)nc3ccccn3c2=O)C1 (stereo unspecified)	6	-7	2.1	1.5	2	-1	1.2	-8	4.4	-4	-1
Cc1ccc(S(=O)(=O)Nc2ccccc2CNc2ccc(Br)cn2)cc1	-6	4	-1.6	2.4	-7	22	0.3	-3	4.9	5	-1
Cc1ccc(S(=O)(=O)N2C(=O)C(C)SC2=Nc2ccccc2)cc1 (stereo unspecified)	1	2	0.5	2.3	-2	12	-2.6	-8	1.9	131	16
Clc1nc(-c2n[nH]nc2Cl)n[nH]1	-3	1	0.7	1.6	1	-1	0.0	5	3.6	7	-3
O=C(CN1C(=O)c2ccc([N+](=O)[O-])cc2C1=O)NCC1CCCO1 (stereo unspecified)	1	-7	-1.3	0.5	0	-4	2.2	-12	2.3	3	3
Cc1cc(C)cc(N(CC(=O)Nc2ccc(C)cc2Cl)S(=O)(=O)c2c(C)[nH]c(=O)[nH]c2=O)c1	0	-7	-1.4	-0.3	7	2	1.1	2	4.0	.	6
CCC1Oc2ccccc2N(CC(=O)NCC2CCCO2)C1=O (stereo unspecified)	7	0	3.0	1.0	-3	-20	0.2	3	5.0	4	4
Cc1ccc2nsnc2c1NC(=O)c1ccc(-c2cc(Cl)ccc2Cl)o1	0	5	-1.1	2.1	17	-21	1.4	-2	1.5	13	-1
COc1ccc(CN2CC(C(=O)NCc3cccc(OC)c3)CC2=O)cc1 (stereo unspecified)	-1	-4	0.5	2.7	-1	4	-1.8	-2	1.3	11	-7
C=CC[n+]1c(/C=C/c2ccc(OC(C)=O)c(OC)c2)ccc2ccccc21	-5	-7	-1.6	-2.9	1	17	0.9	2	-3.5	-8	-6
COc1ccc(NC(=O)CSc2nc3cccnc3n2C)cc1	4	-4	3.5	5.3	-1	2	-1.1	4	5.0	-12	0
COc1ccc(NC(=O)C2CCCN(C)C2)cc1OCC(C)C (stereo unspecified)	4	-8	-2.7	-0.5	-3	9	-0.5	-1	-1.8	10	-8
COc1ccccc1Nc1nc(=O)[nH]nc1C	3	7	0.3	2.0	-1	4	-0.5	2	1.5	-9	9
CON(C)C(=O)C[C@@H]1C[C@H](OC(=O)c2ccc([N+](=O)[O-])cc2)CN1C(=O)OC(C)(C)C	7	2	0.2	1.8	4	-16	-1.2	3	0.9	0	1
CS(=O)(=O)N1CCN(c2ccccc2NC(=O)c2ccc([N+](=O)[O-])o2)CC1	5	-10	0.0	1.2	2	-13	-0.8	-2	1.0	0	0
COc1ccc(CCNS(=O)(=O)c2cccc(C(=O)O)c2)cc1OC	1	5	-0.4	0.6	-1	-21	1.3	-9	1.6	26	1
Cc1c(NC(=O)CN(C)CC(=O)Nc2ccc(F)c(F)c2F)c(=O)n(-c2ccccc2)n1C	3	-3	0.1	3.3	-2	-11	0.4	1	-1.6	7	5
Cc1cccc(C(=O)NCC(=O)OCC(=O)NCCNC(=O)COC(=O)CNC(=O)c2cccc(C)c2)c1	2	5	1.6	-1.0	3	14	-0.8	-2	1.7	-16	0
Nc1ccc2c(c1)C(=O)N(CC1CCCO1)C2=O (stereo unspecified)	2	-13	0.0	2.0	-2	-9	-0.8	9	3.6	39	-12
CC1CCCCN1C(=O)c1cc2ccccc2cc1O (stereo unspecified)	0	2	1.2	2.2	-4	14	-0.8	1	0.1	-11	-1
CCOC(=O)c1c(NC(=O)CN2CCCCC2)sc2c1CCC(C=O)=C2Cl	6	-5	0.6	0.6	13	14	-1.4	-13	-0.2	35	12
CCC1CCCCN1C(=S)Nc1ccc(S(=O)(=O)Nc2ncccn2)cc1 (stereo unspecified)	5	-12	7.1	1.4	-2	-13	2.4	-4	12	-2	-2
CCCN=C(C)c1c(-c2ccccc2)[nH]n(-c2nc3ccccc3s2)c1=O	7	-2	-0.8	2.9	1	-3	-0.3	12	2.7	-26	4
COc1cc(NC(=O)Cc2ccccc2)nc(OC)n1	4	-10	0.1	.	3	-15	-1.2	2	-1.5	26	13
CC1CCCN(c2ccc(C(=O)NCc3ccco3)cc2[N+](=O)[O-])C1 (stereo unspecified)	0	-3	-0.7	5.4	8	-10	-2.6	2	0.5	-10	1
O=C1CC2CS(=O)(=O)CC2N1C1CCCCC1 (stereo unspecified)	-3	-11	-0.3	3.2	0	7	-0.4	-4	-0.3	-7	6
CCOC(=O)c1ccc(NC(=O)C2CCN(S(=O)(=O)c3ccccc3)CC2)cc1	1	-7	-0.5	0.8	-4	6	-1.3	2	-4.0	1	-3
COc1cc(C2C(C(=O)c3ccco3)=C(O)C(=O)N2Cc2ccccc2)ccc1O (stereo unspecified)	11	4	-2.1	0.5	-1	-33	-0.7	-5	3.9	312	3
COCCn1c(C)cc(C(=O)CSc2cc(C)c3ccc(OC)cc3n2)c1C	4	-4	0.9	1.8	-6	-9	1.1	-7	4.0	-11	2
CCOC(=O)N1CCC(NC(=O)c2sc3nc4n(c(=O)c3c2C)CCCC4)CC1	5	3	-1.4	3.4	0	-2	.	6	-0.2	-5	-3
CCOc1ccccc1OCC(=O)Nc1ccc2[nH]c(=O)[nH]c2c1	5	-1	-1.4	-0.1	0	-13	-0.2	14	1.2	-8	1
CNC(=O)/C(C#N)=C/c1ccc(-c2ccc(OC)cc2[N+](=O)[O-])o1	0	6	-0.9	2.6	3	0	-1.2	-6	3.1	.	-1
CCOC(=O)C1CCCN(C(=O)COc2ccc(S(=O)(=O)N3CCOCC3)cc2)C1 (stereo unspecified)	3	-10	-0.3	3.1	1	-8	1.4	-9	0.0	14	0
COc1cc(NC(=O)c2[nH]c(C)c(C(C)=O)c2C)cc(OC)c1OC	-3	-1	-0.3	0.9	-2	6	-0.6	3	3.7	111	-8
O=C(O)CSc1nnnn1C1CCCCC1	2	-2	-0.6	5.7	1	-5	0.8	8	-3.4	-10	3
O=C(NC(=S)Nc1cccc2c(O)cccc12)c1ccccc1[N+](=O)[O-]	2	-1	-1.0	2.0	2	2	0.4	1	5.9	-15	3
O=C(O)C1CC(=O)N(c2ccc(F)c(F)c2)C1 (stereo unspecified)	-2	-8	-2.8	0.5	-5	-18	-1.2	-13	1.5	11	-11
c1ccc(COC2CCCN(Cc3nc(-c4cnccn4)no3)C2)cc1 (stereo unspecified)	-2	-7	-0.4	0.6	-1	14	1.8	-7	-1.1	11	-10
COc1ccc(-c2csc3nc(C(C)C)oc(=O)c23)cc1OC	5	-3	0.7	5.2	0	-15	-1.7	-1	1.5	3	-6
Cc1noc(C)c1CSc1nc2sc(C)c(C)c2c(=O)n1C1CCCC1	5	-10	-0.3	4.0	0	-12	-0.3	-7	-0.3	90	2
Cn1cccc1C(=O)N/N=C/c1c(Cl)cccc1Cl	4	-1	2.2	1.1	-4	-13	1.6	-5	-0.9	-8	6
CCCc1cc2c(=O)c(-c3cscn3)c(C(=O)OCC)oc2cc1O	0	8	0.6	3.7	-7	-1	0.9	3	0.9	-7	4
Cc1cc(=O)n2[nH]c(SCc3ccccc3Cl)nc2n1	0	17	2.1	4.0	-2	1	-0.8	13	1.9	0	2
CC(=O)NC1=NN(C(C)=O)C(C)(c2ccc3ccccc3c2)S1 (stereo unspecified)	0	-4	-1.0	2.8	-2	0	0.7	-16	0.9	1	-5
Cn1c(=O)oc2cc(S(=O)(=O)Nc3ccc4c(c3)OCO4)ccc21	8	4	-1.4	-0.9	3	-22	2.1	0	0.5	4	18
Clc1ccccc1CN1CCSCC1	-1	-5	-2.6	1.4	-4	4	-1.1	8	-1.6	23	-8
Cc1nn(-c2ccccc2)c2nc(N)c(C(N)=O)cc12	3	-7	0.5	1.0	-1	-10	-0.4	-8	2.0	8	-3
O=C(NCCc1ccccc1)C(=O)NCC1OCCN1S(=O)(=O)c1ccc(Cl)cc1 (stereo unspecified)	-4	-1	-0.3	-2.9	0	11	0.8	-9	2.3	-30	-1
O=C(Nc1nccs1)c1cncc(Br)c1	3	-4	1.1	-0.2	1	-16	0.5	-5	0.2	5	10
Cc1cc(C)c(CNC(=O)c2cc(C3CC3)nc3c2cnn3C(C)C)c(=O)[nH]1	6	7	0.3	-0.5	4	-15	0.2	15	0.9	16	-6
CN(C)S(=O)(=O)c1ccc(C(=O)Nc2ccccn2)cc1	7	-3	2.7	3.4	-2	-20	2.5	-9	0.8	-6	-3
O=C(NCC1CCCO1)C(=O)NCC(c1ccco1)N1CCN(c2ccccc2F)CC1 (stereo unspecified)	-2	4	-0.3	0.6	0	7	-1.5	0	3.2	11	3
COc1ccc(CCN=C(N)NS(=O)(=O)c2ccc(OC)cc2)cc1	1	-6	-0.2	1.5	-2	-3	-0.6	-1	3.6	-19	12
CCCCn1c(N)c(N(CC(C)C)C(=O)c2ccc(Br)o2)c(=O)[nH]c1=O	-7	1	3.7	4.1	0	20	-3.9	-7	1.9	8	-5
CCC(=O)NC1(C(F)(F)F)C(=O)Nc2c1c(=O)[nH]c(=O)n2CC(C)C (stereo unspecified)	7	4	-0.9	2.5	-1	14	1.0	-2	0.2	-8	8
Cc1ccc(C)c(NC(=O)CN(C)C(=O)c2ccc3ncsc3c2)c1	-6	-6	.	3.5	-3	15	0.3	-3	.	.	-8
CCCCN(CC)C(=O)Cn1cnc2sc(C)c(S(=O)(=O)N3CCC(C)CC3)c2c1=O	-1	10	0.9	1.7	-6	20	3.5	-8	2.2	11	-2
CC(C)(C)NC(=O)NC(=O)CN1C(=O)NC(c2ccccc2)(c2ccccc2)C1=O	-4	11	-0.8	-0.6	1	-14	-0.3	14	0.3	-9	7
CC(C)CNC(=S)NNC(=O)c1csc2c1CCCC2	6	5	-2.7	0.6	1	4	0.8	-6	-1.6	2	-2
O=C(OCCOc1cccc(Cl)c1)C1CCN(S(=O)(=O)c2ccccc2)CC1	1	4	-0.2	0.2	-6	-11	-7.6	-15	-1.3	9	13
CCCCCc1cc(=O)oc2c(C(CCN(CC)CC)c3ccc(N(C)C)cc3)c(OC)cc(OC)c12 (stereo unspecified)	-5	-3	-1.2	0.6	1	12	-0.6	1	1.2	-38	24

Reformatted field by field: entries from further up.
CCC(=O)NC1(C(F)(F)F)C(=O)Nc2c1c(=O)[nH]c(=O)n2CC(C)C (stereo unspecified)
  HTR5A ag = 7; PKA-R1A act = 4; E coli growth = -0.9; phage Ecoli inh = 2.5; DAGLB inh = -1; HTR5A inv ag = 14; CDK5 inh = 1.0; PKA-R2B activ = -2; AddAB inh = 0.2; SUMO Mot1 rescue = -8; Tat transport = 8
Cc1ccc(C)c(NC(=O)CN(C)C(=O)c2ccc3ncsc3c2)c1
  HTR5A ag = -6; PKA-R1A act = -6; E coli growth = .; phage Ecoli inh = 3.5; DAGLB inh = -3; HTR5A inv ag = 15; CDK5 inh = 0.3; PKA-R2B activ = -3; AddAB inh = .; SUMO Mot1 rescue = .; Tat transport = -8
